Epigenetic reg: Quantitative High-Throughput Screen for Regulators of Epigenetic Control. murine LDR cells, GFP reporter derepression, 30 h. Potency, µM (titrated, usually from 53.9 µM), without a hit: at the highest dose GFP activation, usual class: activators. hit rate 0.2% among 280,000; further: potency means the concentration at half of the fitted maximal effect; % of control where 0% means no effect; nearly all actives have a fitted effect of over 60% in size
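Reporter derepression read as number of fluorescent GFP-positive objects, 20-120 um in size, counted by laser-scanning cytometer. Mouse LDR line with an epigenetically silenced CMV-GFP locus; compound incubation 30 h, 37 C.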
Tau fluor cs: Counterscreen qHTS for Inhibitors of Tau Fibril Formation, Fluorescence Polarization. tau K18 P301L (four-repeat tau fragment) Alexa594 fluorescence, heparin fibrillization. AID 1463, 2008. hit rate 0.93% among 280,000. Potency, µM (titrated, usually from 57.7 µM), for inactives: at the highest dose activity change, negative = decrease; further: potency means the concentration at half of the fitted maximal effect; on the % scale 0 is the no-effect control and ±100 the full control effect; nearly all actives have a fitted effect of over 55% in size
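Human K18 P301L tau (15 uM unlabeled plus 0.24 uM Alexa 594-labeled, final) in 100 mM sodium acetate pH 7 was mixed with compound and 20 uM heparin and incubated 6 hr at 37 C.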
CBFb RUNX1 block: qHTS Assay for Compounds Blocking the Interaction Between CBF-beta and RUNX1 for the Treatment of Acute Myeloid Leukemia | Potency, µM (titrated, usually from 59.8 µM), for inactives: at the highest dose activity, negative = inhibition, usual class: inhibitors | AID 1477, 2009 | 230,000 tested, under 10 active | AlphaScreen CBFb-His/RUNX1-biotin binding, biochemical; further: % of control where 0% means no effect
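Compounds were screened at multiple concentrations against a preformed CBF-beta(His)/RUNX1(biotin) complex (30 nM of each) for 15 min at room temperature, followed by 90 min with nickel and streptavidin beads and AlphaScreen reading.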
NPSR antag: qHTS Assay for Antagonists of the Neuropeptide S Receptor: cAMP Signal Transduction; AID 1461, 2008; hit rate 1% among 220,000; Potency, µM (titrated, usually from 38.3 µM), for the others: top-dose activity change, negative = inhibition, hits mostly inhibitors; CHO-NPSR cells, cAMP TR-FRET, antagonist mode; further: potency means the concentration at half of the fitted maximal effect; on the % scale 0 is the no-effect control and ±100 the full control effect; nearly all actives have a fitted effect of over 50% in size; many of its hits are not listed in these tables
Target sequence (Q6W5P4 whole entry, looked up): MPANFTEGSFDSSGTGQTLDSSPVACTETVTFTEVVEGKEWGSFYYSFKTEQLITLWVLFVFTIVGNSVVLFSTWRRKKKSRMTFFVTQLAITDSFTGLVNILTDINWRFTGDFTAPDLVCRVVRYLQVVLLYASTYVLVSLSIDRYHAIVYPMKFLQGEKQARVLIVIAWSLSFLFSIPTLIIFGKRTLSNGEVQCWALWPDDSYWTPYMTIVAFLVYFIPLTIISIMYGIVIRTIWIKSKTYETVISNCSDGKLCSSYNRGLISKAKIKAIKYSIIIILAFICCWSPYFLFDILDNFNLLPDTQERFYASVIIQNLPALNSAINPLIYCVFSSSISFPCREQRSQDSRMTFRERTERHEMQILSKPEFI
aGal spleen mod: qHTS Assay for Inhibitors and Activators of Human alpha-Galactosidase From Spleen Homogenate; human spleen homogenate, 4MU-alpha-Gal fluorescence, 40 min; AID 2107, 2009; Potency, µM (highest dose often 80 µM), for inactives: at the top dose activity change, negative = inhibition, usual class: inhibitors; Alpha-galactosidase A (Homo sapiens), P06280; hit rate 0.008% among 240,000;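 further: potency means the concentration at half of the fitted maximal effect; 0% = enzyme with vehicle and -100% = no enzyme basal signal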
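Human spleen homogenate (1 ug) as enzyme source, 4-methylumbelliferyl-alpha-D-galactopyranoside 1 mM final, citrate/phosphate pH 5.0 with 0.01% Tween-20. Compounds 40 min at 37C, NaOH/glycine stop; fluorescence Ex 365/Em 440, Hill-fit AC50.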
Tau fibril FP: qHTS for Inhibitors of Tau Fibril Formation, Fluorescence Polarization | Microtubule-associated protein tau (Homo sapiens), P10636 | hit rate 0.39% among 280,000 | Potency, µM (doses to about 57.7 µM), for the others: at the top dose activity, negative = inhibition, hits mostly inhibitors | K18 P301L tau heparin fibrillization, Alexa594 FP, 6 h | AID 1468, 2008; further: potency means the concentration at half of the fitted maximal effect; on the % scale 0 is the no-effect control and ±100 the full control effect; nearly all actives have a fitted effect of over 55% in size
Target sequence (P10636 561-689 P618L limits assumed): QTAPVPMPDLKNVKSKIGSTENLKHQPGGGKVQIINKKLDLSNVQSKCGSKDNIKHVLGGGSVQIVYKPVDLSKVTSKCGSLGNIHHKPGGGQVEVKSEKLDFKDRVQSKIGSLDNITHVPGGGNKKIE
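Steps: dispense K18 P301L tau (15 uM plus 0.24 uM Alexa 594 tracer, final) in pH 7 sodium acetate; add compound; add heparin (20 uM final); incubate 6 hr, 37 C; add ThT (30 uM final); after 1 hr ambient, read FP.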
TR SRC2 fluor cs: Total Fluorescence Counterscreen for Inhibitors of the Interaction of Thyroid Hormone Receptor and Steroid Receptor Coregulator 2; TRb/SRC2 Texas Red total fluorescence interference; Potency, µM (highest dose often 106 µM), for inactives: at the highest dose fluorescence change, negative = quenching; hit rate 0.29% among 280,000; AID 1479, 2009; active means well fitted curve in either direction with a large enough effect; inconclusive means small, poorly fitted or top-dose-only effect; further: potency means the concentration at half of the fitted maximal effect; on the % scale 0 is the no-effect control and ±100 the full control effect
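Flags fluorescent or light-absorbing compounds by total fluorescence, S + 2P, at 555 nm excitation and 632 nm emission. Mixture: 20 nM Texas Red SRC2 peptide, 0.6 uM human TRb LBD, 1 uM T3, 5% DMSO; compound exposure 5 h at ambient temperature.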
TRb SRC2 PPI: qHTS for Inhibitors of the Interaction of Thyroid Hormone Receptor and Steroid Receptor Coregulator 2; Thyroid hormone receptor beta (Homo sapiens), P10828; TRbeta-SRC2 peptide binding, fluorescence polarization; receptor liganded with 1 µM T3; Potency, µM (titrated, usually from 106 µM), inactives show top-dose activity change, negative = inhibition, hits mostly inhibitors; hit rate 0.065% among 280,000; AID 1469, 2008;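 further: potency means the concentration at half of the fitted maximal effect; plate controls were bound peptide for no effect and peptide without receptor for full effect; nearly all actives have a fitted effect of over 50% in size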
Target sequence (P10828 whole entry, looked up): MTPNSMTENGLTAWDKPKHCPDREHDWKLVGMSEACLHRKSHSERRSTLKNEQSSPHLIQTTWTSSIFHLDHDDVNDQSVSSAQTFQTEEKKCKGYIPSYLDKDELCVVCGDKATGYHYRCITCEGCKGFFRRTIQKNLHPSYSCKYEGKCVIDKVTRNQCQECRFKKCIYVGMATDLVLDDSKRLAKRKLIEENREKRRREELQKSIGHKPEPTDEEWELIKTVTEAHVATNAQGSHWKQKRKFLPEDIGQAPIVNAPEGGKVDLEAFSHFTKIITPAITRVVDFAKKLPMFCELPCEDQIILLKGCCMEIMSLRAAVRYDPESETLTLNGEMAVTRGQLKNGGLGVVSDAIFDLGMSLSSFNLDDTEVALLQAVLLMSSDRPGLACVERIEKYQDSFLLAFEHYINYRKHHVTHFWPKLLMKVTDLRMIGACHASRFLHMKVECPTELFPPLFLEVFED
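Quantitative HTS by FP: 0.6 uM TRb LBD, 20 nM labeled SRC2 20-mer, 1 uM T3, 5% DMSO; 5 hr ambient incubation; % activity per concentration and potencies from concentration series.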
Numbers without * were called inactive; ? = inconclusive; / = no result given; & = joins results of further samples; [ ] = another dose, or the depositor's remark. Unless noted, the call rests on the fitted dose curve; in most records, active means well fitted curve in the direction sought with a large enough effect; inconclusive means small, poorly fitted or top-dose-only effect, or another doubt; inactive means no such curve, though single readings can be large; an effect the other way counts as inactive or inconclusive. Some of the compounds tested (hit frequency here may not be typical).

Second line of a record – Epigenetic reg | Tau fluor cs | CBFb RUNX1 block | NPSR antag | aGal spleen mod | Tau fibril FP | TR SRC2 fluor cs | TRb SRC2 PPI
CCCCc1c(O)c2ccccc2[nH]c1=O
→ 0.0% | -3% | -3% | -6%[46.1 µM] | 6% | -6% | 0% | 4%
Cc1ccc(S(=O)(=O)N2CCCCC2)cc1NC(=O)CSc1ncn[nH]1
→ 1.1% | -20% | 0% | -9% | -5% | -8% | -9% | 2%
COc1ccc(-c2csc(CCn3nc(C)cc3C)n2)cc1OC
→ -0.1% | 1% | -3% | 5% | 10% | -1% | 1% | -1%
COc1cc(-c2cc(-c3ccc(F)cc3)nc(N)c2C#N)ccc1O
→ 1.1% | -26% | ? | 23% | -16% | -4% | 0% | 3%
O=C(Nc1nc2ccsc2c(=O)s1)C1CCC1
→ 0.1% | -5% | 12% | 11% | 14% | 2% | 0% | -2%
CC(C)NC(=O)CN1CCC(c2ccccc2)C(O)C1 (stereo not given)
→ -1.1% | 13% | 4% | -10% | -2% | 6%[2.34 µM] | 0% | -5%
COc1ccc(NC(=S)NCC2CCCO2)c(OC)c1 (stereo not given)
→ 0.0% | -1% | 8% | -4%[46.1 µM] | 7% | 0% | 2% | 4%
O=C(CC1C(=O)N(c2ccccc2)C(=O)N1Cc1ccco1)Nc1ccccc1 (stereo not given)
→ -3.8% | 14% | 5% | 6% | 1% | 13% | 1% | -7%
COc1ccc(N2CCN(C(=O)CN3C(=O)CSc4c3c(C)nn4-c3ccccc3)CC2)cc1
→ 8.8% | -10% | / | / | / | -2% | -2% | -4%
Cc1ccc(S(=O)(=O)Nc2ccc3nc(C)sc3c2)cc1
→ 1.0% | -21% | 0% | -11%[46.1 µM] | -8% | -2% | -1% | -20%
O=C1OC(c2cccs2)=N/C1=C\c1ccc(-c2cccc(Cl)c2)o1
→ 0.0% | -3% | 3% | ? | 1% | 11% | -2% | 7%
Cc1ccc(-c2nnc(Nc3ccc(C(=O)N(C)C)cc3)c3ccccc23)cc1S(=O)(=O)NC(C)(C)CO
→ 17% | -4% | -4% | 13% | -7% | -1% | -2% | 6%
Cc1ccc(C(=O)CSc2nnc(-c3cccnc3)n2N)cc1
→ 2.7% | 1% | 6% | -12%[46.1 µM] | -12% | 3% | 2% | -1%
CCCn1c(SCc2nc(-c3ccc(OC)c(OC)c3)no2)nnc1-c1ccccc1
→ -1.9% | -13% | / | / | / | -7% | 5% | -2%
CCn1c(SCC(=O)N/N=C/C=C/c2ccccc2[N+](=O)[O-])nnc1-c1ccc(Cl)cc1
→ 2.1% | -23% | 2% | -5% | -8% | 1% | 0% | -18%
CCOc1ccc(NC(=O)Cn2c(=O)c(CNc3ccccc3)cc3cc4c(cc32)OCCO4)cc1
→ ? | ? | / | / | / | ? | -1% | -2%
O=C(Nc1ccccc1O)c1cc(S(=O)(=O)N2CCOCC2)c(Cl)cc1Cl
→ -4.3% | -7% | 6% | -12%[46.1 µM] | 16% | 6% | -4% | -4%
CCCCCCCCCCC/C=C\C/C=C\CCCC(=O)O
→ 0.0%&-0.1% | 2%&-2% | 8%&-9% | / | 9%&3% | -1%&8% | -1%&-1% | 1%&6%
CC1Cc2ccccc2N1S(=O)(=O)c1nnc(NC(=O)c2ccccc2)s1 (stereo not given)
→ ? | -13% | / | / | / | 4% | 1% | -5%
CCn1c(N2CCN(C(=O)Nc3ccc(F)cc3)CC2)nc2ccccc21
→ -0.3% | 0% | 1% | -16%[46.1 µM] | 0% | 1% | -1% | -9%
c1ccc(CNc2nc(NCc3ccccc3)c3ccccc3n2)cc1
→ 3.2% | ? | -1% | ? | 27% | -13% | -6% | -6%
COC(=O)CSc1nnc(CNC(=O)c2cc(OC)c(OC)c(OC)c2)n1C
→ 0.0% | ? | 2% | 6%[46.1 µM] | 2% | -1% | -7% | -3%
CCCS(=O)(=O)Nc1cccc(-c2ccc3nnc(C)n3n2)c1
→ -0.3% | -9% | 1% | 18% | 3% | -5% | -3% | 2%
C=C(C)CN(CC)C(=O)c1ccc(OC2CCN(S(=O)(=O)N(C)C)CC2)cc1
→ 3.0% | 11% | 3% | 22% | -9% | 4% | 0%[53 µM] | 0%[53 µM]
Cn1cnnc1SCC(=O)c1cccc([N+](=O)[O-])c1
→ 1.1% | -15% | -10% | 3% | -14% | 12% | -2% | -2%
CC(=O)NCc1c(Cl)cccc1-n1cccc1
→ 0.2% | 3% | -1% | -3%[46.1 µM] | 0% | 2% | -3% | -4%
COc1ccc(OC)c(-c2cc(C(=O)Nc3cnn(Cc4ccc(Cl)cc4Cl)c3)no2)c1
→ 0.2% | -25% | / | / | / | -15% | 6% | -3%
COC(=O)/C=C1\NCCSC1=O
→ -0.7% | 4% | 4% | -1%[46.1 µM] | -4% | 7% | -2% | 9%
COc1cc([C@H]2c3cc4c(cc3[C@@H](O)[C@@H]3COC(=O)[C@H]23)OCO4)cc(OC)c1OC
→ 6.8%[16.9 µM] | / | -10%[21.7 µM] | / | 6%[29.1 µM] | / | -2%[53 µM] | -4%[53 µM]
COc1cc2c(cc1OC)C(C)=NCC2
→ -1.1% | -11% | 7% | 20% | 8% | -7% | -3% | 1%
O=C(Cc1ccccc1)NNC(=O)Nc1ccccc1
→ 0.0% | 5% | 6% | 12% | 2% | 1% | 0% | 4%
Cc1ccc(C(=O)Oc2ccc(-c3nccc(-c4ccccn4)n3)cc2)cc1
→ -7.0% | -8% | -3% | 1%[46.1 µM] | -6% | -2% | -4% | 0%
CC(=O)Nc1cccc(CNCc2cccc(NC(C)=O)c2)c1
→ 2.5% | -2% | -1% | 11% | 4% | 2% | 2% | -2%
O=C(O)c1[nH]c2ccc(Cl)cc2c1CCN1C(=O)c2ccccc2C1=O
→ -0.3% | -3% | 4% | 2%[7.67 µM] | -4% | -7% | -4% | 2%
CC(C)(CO)NCc1cccs1
→ 1.1% | 11% | 0% | -27% | 6% | 6% | 3% | 3%
COc1cccc(N2CC(O)=C(c3ccccc3)C2=N)c1
→ 0.2% | ? | 6% | ? | 1% | 16% | 3% | -14%
CCNc1nc(SCC(=O)OC)nc(N2CCOCC2)n1
→ 0.0% | 0% | 2% | 2%[46.1 µM] | 22% | 2% | -2% | 1%
O=C(/C=C/c1ccc(Cl)cc1)Nc1ccc(CN2CCOCC2)cc1
→ 1.0% | -24% | -4% | 2% | -13% | -7% | 7% | 3%
COc1ccc(Cl)cc1NC(=O)CSc1ccc2nnc(CCNS(=O)(=O)c3ccccc3)n2n1
→ 0.6% | -12% | / | / | / | 0% | 0% | -2%
Nc1ccc(C(=O)c2cccs2)cn1
→ -0.3% | 13% | 2% | -4% | 4% | -2% | 3% | -1%

Among those listed so far, 4 have a thiophene ring, fused or not.
Second line of a record – Epigenetic reg | Tau fluor cs | CBFb RUNX1 block | NPSR antag | aGal spleen mod | Tau fibril FP | TR SRC2 fluor cs | TRb SRC2 PPI
O=C(Nc1nc2ccsc2c(=O)s1)C1CCC1
→ 0.1% | -5% | 12% | 11% | 14% | 2% | 0% | -2%
O=C1OC(c2cccs2)=N/C1=C\c1ccc(-c2cccc(Cl)c2)o1
→ 0.0% | -3% | 3% | ? | 1% | 11% | -2% | 7%
CC(C)(CO)NCc1cccs1
→ 1.1% | 11% | 0% | -27% | 6% | 6% | 3% | 3%
Nc1ccc(C(=O)c2cccs2)cn1
→ -0.3% | 13% | 2% | -4% | 4% | -2% | 3% | -1%

The main list resumes with the 2 entries that preceded the break.
Second line of a record – Epigenetic reg | Tau fluor cs | CBFb RUNX1 block | NPSR antag | aGal spleen mod | Tau fibril FP | TR SRC2 fluor cs | TRb SRC2 PPI
COc1ccc(Cl)cc1NC(=O)CSc1ccc2nnc(CCNS(=O)(=O)c3ccccc3)n2n1
→ 0.6% | -12% | / | / | / | 0% | 0% | -2%
Nc1ccc(C(=O)c2cccs2)cn1
→ -0.3% | 13% | 2% | -4% | 4% | -2% | 3% | -1%
CCC(Oc1ccccc1)C(=O)Nc1ccc(OCc2cc(=O)n3ccccc3n2)cc1 (stereo not given)
→ -1.7% | 3% | / | / | / | -1% | -2% | -4%
COCCNC(=O)CSc1nc(-c2ccccc2)[nH]c1-c1ccc(C)cc1
→ -1.0% | -26% | / | / | / | 7% | -4% | -7%
Cc1ccc(CNC(=O)COc2ccc(C)nc2[N+](=O)[O-])cc1
→ -2.9% | -4% | -3% | 13% | 0% | -5% | 2% | -7%
Nc1c2c(nc3ccccc13)N(c1ccccc1)CC2
→ 1.6% | -10% | 0% | -6%[46.1 µM] | 19% | -4% | 1% | -8%
Cc1ccc(NC(=O)/C=C\C(=O)NCC(=O)O)cc1C
→ 0.0% | 4% | 1% | 5% | -3% | 0% | -5% | 0%
COc1ccc(-n2c(N)cc(=O)[nH]c2=O)cc1
→ 1.0% | 2% | 9% | 21% | 3% | -1% | 0% | -3%
COc1cc(/C=C/C(=O)O)cc(S(=O)(=O)Nc2cccc(S(=O)(=O)N3CCOCC3)c2)c1OC
→ -0.1% | 13% | 10% | 14% | 3% | 0% | -3% | 9%

Among those listed so far, these contain fluorine.
Second line of a record – Epigenetic reg | Tau fluor cs | CBFb RUNX1 block | NPSR antag | aGal spleen mod | Tau fibril FP | TR SRC2 fluor cs | TRb SRC2 PPI
COc1cc(-c2cc(-c3ccc(F)cc3)nc(N)c2C#N)ccc1O
→ 1.1% | -26% | ? | 23% | -16% | -4% | 0% | 3%
CCn1c(N2CCN(C(=O)Nc3ccc(F)cc3)CC2)nc2ccccc21
→ -0.3% | 0% | 1% | -16%[46.1 µM] | 0% | 1% | -1% | -9%
